# Screens as filed in PubChem BioAssay.
# INS-1E GSIS act – GLuc luminescence reporter in INS-1E cells, primary screen for activators of glucose-dependent secretion of insulin. INS-1E GLuc reporter insulin secretion, 2-3 h. activation, % at 16.6 µM. 370,000 compounds, 0.61% hits. AID 743287;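 active means lowest replicate activation of at least 40%, so every replicate reaches that level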;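 further: 0% = median of neutral control wells and 100% = median of IBMX positive control wells; some compounds called inactive have numbers as strong as hits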
# miR-122 sensor – inhibitors of miR-122 in Huh7 cells. Huh7 miR-122 Renilla luciferase sensor, 48 h; neutral wells = 0, positive control = 100. activation (reporter increase), % at 12.5 µM. 340,000 compounds, 0.3% hits. AID 602342;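 active means mean replicate activation score at least 90 and every replicate individually at or above 90; inconclusive means only one of the two criteria met; inactive means neither criterion met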;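 further: higher luciferase means less miR-122 activity so hits act as miR-122 inhibitors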
# PAX8 inh HTS – PAX8 transcriptional activity inhibition; RMG-I TPO-luciferase reporter, SteadyGlo, 24 h; inhibition, % at 12.6 µM; 360,000 compounds, 1.2% hits;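 active means mean replicate inhibition at least 60% with every replicate also reaching 60%; inconclusive means only one of the two criteria is met; inactive means mean below 60% and not all replicates reaching 60%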;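 further: luciferase light reporting Pax8 driven TPO promoter activity; plate controls were median of neutral control wells for no effect and mitoxantrone controls for full effect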
# FN deposition inh – fibronectin deposition inhibition; AH1F fibroblasts, Alexa488-fibronectin deposition fluorescence, overnight; AID 743247; inhibition, % at 12.6 µM; 350,000 compounds, 0.086% hits;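 active means mean inhibition across replicates of 30% or more, regardless of how many single replicates reach that level; inconclusive means mean under 30% yet at least half of replicates reach 30%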;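 further: positive control wells lacked labelled fibronectin entirely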
#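 Material: AH1F fibroblast monolayer depositing Alexa488-labelled fibronectin into matrix | Input: 10000 AH1F cells/well | Medium: DMEM plus 2% serum, read in PBS | Reagent: Alexa488-fibronectin, 24 nM final in well | Compound dosing: One dose per compound, pinned | Schedule: 1 h adhesion, overnight exposure | Measured by: Fluorescence at 485 nm excitation, 525 nm emission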
# EWS-Fli block – inhibitors of EWS/Fli oncoprotein transcriptional activity. A673 NR0B1-luciferase reporter, viability-normalised. inhibition, % at 12.6 µM. 350,000 compounds, 0.67% hits. AID 651661;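 active means mean inhibition of at least 50% after viability correction, with every replicate also passing that limit; inconclusive means mean reaches 50% but only one of two replicates passes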;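 further: firefly luciferase signal divided by Alamar Blue viability fluorescence both relative to DMSO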
# F508del corr – CFTR F508del correction in bronchial cells; 350,000 compounds, 0.36% hits; activity (quench increase), % at 7.58 µM; CFBE cells, YFP halide quenching; stimulated with forskolin plus potentiator P3; % fluorescence drop versus neutral controls;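 active means mean added fluorescence quench of at least 8% versus neutral control, with both replicates also reaching 8%; inconclusive means only one of the mean or replicate conditions met; inactive means mean below 8% and not both replicates reaching 8%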;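 further: cells transiently co-express mutant CFTR-F508del with the halide-sensitive YFP; corrector assay measuring rescue of mutant channel to the surface after 24 h compound exposure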
# DENV2 CPE – protects cells from dengue virus 2 cytopathic effect. DENV2-infected cells, cytopathic effect rescue, plate reader. CPE inhibition, % at 9.99 µM. 350,000 compounds, 1.7% hits. AID 651640; in the data active means CPE inhibition above about 20%, passing the limit was not always enough; inconclusive means no clear call, values can overlap the other calls; tested in BHK-21 cells;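 further: 0% = median of neutral control wells and 100% = median of positive control wells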
# An asterisk follows results filed as active; ? = inconclusive; nt = not tested or not shown; [ ] = another dose, or the depositor's remark.
entry	canonical_smiles	INS-1E GSIS act	miR-122 sensor	PAX8 inh HTS	FN deposition inh	EWS-Fli block	F508del corr	DENV2 CPE
1	COc1ccc(NC(=O)N2C[C@H]3[C@@H](c4ccccc42)[C@H](CO)N3C(=O)C2CCCCC2)cc1	-11	-18[16.7 µM]	-11	27	-13	-1.1	6
2	COc1ccc(C(=O)O)cc1S(=O)(=O)Nc1ccc(N2CCCCC2)cc1	20	-5	nt	-1	-3	3.6	-3
3	Cc1ccccc1NC(=S)N1CCN(C(=O)c2ccco2)CC1	6	nt	16	5	10	4.1	0
4	CCc1cc(C(=O)NNC(=S)Nc2cccc(C)c2)cs1	nt	-2	-205	-7	nt	nt	nt
5	CCOC(=O)c1c(C)[nH]c(C)c1C(=O)COC(=O)c1cccnc1OCC	12	3	0	-6	-4	-1.5	-3
6	CO[C@H]1CN(C)C(=O)c2ccc(NS(=O)(=O)c3ccccc3)cc2OC[C@@H](C)N(Cc2ccccn2)C[C@@H]1C	-15	nt	-27	-6	5	2.6	-3
7	CC(=O)Nc1cc(C(=O)O)ccc1S(=O)(=O)c1ccc(Cl)cc1	11	2	nt	-4	nt	nt	nt
8	OCCNc1nc(SCc2ccccc2)nc2sc3c(c12)CCC3	nt	42	-26	6	nt	nt	nt
9	CC(C)OC(=O)CSc1nc2c(cc1C#N)CCCCC2	22	-2	1	-1	-56	-3.9	-3
10	Cc1cccc(NC(=O)CC(C)S(=O)(=O)c2ccc3c(c2)NC(=O)CO3)c1C (stereo not given)	7	5	0	0	1	2.8	0
11	CN1C(=O)C(C)(C)c2cc(S(=O)(=O)N3CCN(c4ccc(F)cc4)CC3)ccc21	-15	7	10	0	nt	-0.3	-3
12	CCOc1ccc(CCNC(=O)c2cc([N+](=O)[O-])ccc2N2CCOCC2)cc1OCC	-15	-1	4	-2	nt	-1.7	-3
13	O=C(c1ccncc1)N1C[C@H]2[C@@H](c3ccccc31)[C@@H](CO)N2C(=O)Nc1cccc(F)c1	-13	16[16.7 µM]	21	nt	0	-1.0	-6
14	O=S(=O)(c1ccc(Br)s1)N1CCNCC1	-9	10	-3	7	-4	0.3	-2
15	C[C@H](CO)N1C[C@H](C)[C@H](CN(C)C(=O)Nc2ccc(F)cc2)Oc2ccc(NS(=O)(=O)c3ccc(Cl)cc3)cc2CC1=O	-13	-3[16.7 µM]	-25	-15	-11	0.3	7
16	CC(Sc1nnc(Nc2ccccc2F)s1)C(=O)NC1CC1 (stereo not given)	1	8	-42	-3	-28	-0.8	7
17	Cc1ccc(OCC(=O)NC(=S)Nc2cccc(C)n2)cc1	46	nt	10	1	nt	nt	nt
18	CCC(=O)N1C[C@H](C)[C@@H](OC)CN(C)C(=O)c2cc(NC(=O)Nc3cccc(F)c3)ccc2OC[C@H]1C	-24	5[16.7 µM]	0	-3	-2	1.3	-15
19	COc1cc(-c2noc(C)c2C(=O)NCCc2c[nH]c3ccccc23)cc(OC)c1OC	nt	5	9	4	17	1.4	nt
20	Cc1ccc(C(=O)NCCN2C3=NC[C@@H](Cc4ccccc4)N3C[C@H]2Cc2ccc(O)cc2)cc1Br	-55	-3	17	-6	46	4.1	nt
21	COc1ccc(CN(C)C[C@@H]2Oc3ccc(NC(=O)NC4CCCCC4)cc3CC(=O)N([C@@H](C)CO)C[C@H]2C)cc1	-24	-7[16.7 µM]	20	nt	nt	2.0	2
22	CCOC(=O)c1sc(NC(=O)Cn2nnc3sc4c(c3c2=O)CCC(C(C)(C)C)C4)nc1C (stereo not given)	-4	1	73*	0	3	-1.5	nt
23	Cc1cccc(-n2nnnc2SCC(=O)Nc2cccc(S(N)(=O)=O)c2)c1	11	nt	28	5	1	1.9	-2
24	O=C(Nc1ccc(N2CCOCC2)cc1)c1csc(COCCO)n1	nt	-1	-13	0	0	0.8	5
25	Cc1noc(C)c1C(=O)N(C)C[C@@H]1OCc2ccccc2-c2c(n(C)c3ccccc23)C(=O)N([C@@H](C)CO)C[C@H]1C	-1	nt	11	-3	4	-1.3	1
26	CCOc1ccc(NC(=O)CN(C)C(=O)CCC2CCCCC2)cc1OCC	-27	-2	10	12	0	0.2	2
27	N#Cc1c(-c2ccc3c(c2)OCO3)csc1N	nt	-4	-23	7	nt	nt	nt
28	CCOc1ccc(NC(=O)CSc2nc(=O)n(CCN3CCOCC3)c3c2CCCC3)cc1	14	nt	4	1	0	-0.2	4
29	O=C(COC(=O)Cn1cnc2ccccc2c1=O)Nc1ccccc1Sc1ccc(Cl)cc1	1	-4	41	8	-30	-1.1	4
30	CSc1ccccc1C(=O)N1CCCC(CCC(=O)NCc2ccc(F)c(F)c2)C1 (stereo not given)	-7	0	9	7	1	-0.3	15

# 4 entries from above, with each value named:
22	CCOC(=O)c1sc(NC(=O)Cn2nnc3sc4c(c3c2=O)CCC(C(C)(C)C)C4)nc1C (stereo not given)
  INS-1E GSIS act = -4; miR-122 sensor = 1; PAX8 inh HTS = 73*; FN deposition inh = 0; EWS-Fli block = 3; F508del corr = -1.5; DENV2 CPE = nt

23	Cc1cccc(-n2nnnc2SCC(=O)Nc2cccc(S(N)(=O)=O)c2)c1
  INS-1E GSIS act = 11; miR-122 sensor = nt; PAX8 inh HTS = 28; FN deposition inh = 5; EWS-Fli block = 1; F508del corr = 1.9; DENV2 CPE = -2

24	O=C(Nc1ccc(N2CCOCC2)cc1)c1csc(COCCO)n1
  INS-1E GSIS act = nt; miR-122 sensor = -1; PAX8 inh HTS = -13; FN deposition inh = 0; EWS-Fli block = 0; F508del corr = 0.8; DENV2 CPE = 5

25	Cc1noc(C)c1C(=O)N(C)C[C@@H]1OCc2ccccc2-c2c(n(C)c3ccccc23)C(=O)N([C@@H](C)CO)C[C@H]1C
  INS-1E GSIS act = -1; miR-122 sensor = nt; PAX8 inh HTS = 11; FN deposition inh = -3; EWS-Fli block = 4; F508del corr = -1.3; DENV2 CPE = 1

# Returning to the listing with the 5 entries that preceded the break.
entry	canonical_smiles	INS-1E GSIS act	miR-122 sensor	PAX8 inh HTS	FN deposition inh	EWS-Fli block	F508del corr	DENV2 CPE
26	CCOc1ccc(NC(=O)CN(C)C(=O)CCC2CCCCC2)cc1OCC	-27	-2	10	12	0	0.2	2
27	N#Cc1c(-c2ccc3c(c2)OCO3)csc1N	nt	-4	-23	7	nt	nt	nt
28	CCOc1ccc(NC(=O)CSc2nc(=O)n(CCN3CCOCC3)c3c2CCCC3)cc1	14	nt	4	1	0	-0.2	4
29	O=C(COC(=O)Cn1cnc2ccccc2c1=O)Nc1ccccc1Sc1ccc(Cl)cc1	1	-4	41	8	-30	-1.1	4
30	CSc1ccccc1C(=O)N1CCCC(CCC(=O)NCc2ccc(F)c(F)c2)C1 (stereo not given)	-7	0	9	7	1	-0.3	15
31	Nc1cc(F)ccc1N1CCCCCC1	-8	5	-6	10	-9	-1.1	0
32	CN(C)c1ccc(C2N(c3ccc(Cl)cc3)C(=O)C3CCCN32)cc1 (stereo not given)	11	-5	-8	2	-6	-1.7	6
33	O=C(CSc1nnc2ccc(-c3ccncc3)nn12)Nc1ccc(F)cc1	3	0	17	-1	5	-1.0	0
34	COc1cc(NC(=O)c2ccc([N+](=O)[O-])o2)ccc1NC(=O)c1cccs1	-17	-29	59	10	1	-2.4	-1
35	Cc1ccccc1C(=O)NC1CC2CCC(C1)N2Cc1ccccc1 (stereo not given)	6	nt	-2	-2	7	-1.6	9
36	C[C@@H]1CN([C@H](C)CO)C(=O)Cc2cc(NC(=O)Cc3cn(C)c4ccccc34)ccc2O[C@H]1CN(C)Cc1ccc(Cl)c(Cl)c1	1	-6[16.7 µM]	nt	nt	3	0.4	-7
37	Cc1ccccc1-n1c(O)c(/C=N/N2CCCCC2c2cccnc2)c(=O)[nH]c1=O (stereo not given)	-2	nt	13	7	-6	1.1	nt
38	COc1cccc(CNC(=O)C2CCN(S(=O)(=O)N3CCC4(CC3)OCCO4)CC2)c1	2	-3	-3	3	nt	nt	nt
39	O=C1Nc2cccnc2N(C(=O)CCl)c2ccccc21	-14	-3	?	10	15	2.9	0
40	COc1ccc(C)cc1NC(=O)C1CC(=O)N(CCc2ccccc2)C1 (stereo not given)	-4	-10	11	-3	0	-1.2	-1
41	COC(=O)/C=C1/S/C(=N/N=C/c2ccco2)NC1=O	-9	-1	-6	4	13	-2.1	2
42	COc1ccccc1S(=O)(=O)N[C@@H]1C=C[C@H](CC(=O)N2CCCCC2)O[C@@H]1CO	28	nt	-7	nt	16	0.3	0
43	CSCCC(C(=O)Nc1c(C)cccc1C)n1c(-c2cc(C)cs2)nc2ccccc21 (stereo not given)	-30	nt	-7	-9	6	3.0	-6
44	CCOc1ccc(Cc2noc3c2C(=O)CCC3)cc1OCC	20	4	10	4	0	-3.4	-6
45	O=C1CC2(CCN(C(=O)c3ccc(F)c(F)c3)CC2)Oc2ccccc21	10	-3	-2	-3	6	-1.8	5
46	CCOC(=O)[C@]12CCCC=C1N(Cc1ccccc1)C(=O)[C@H](CC(=O)N1CCCCCC1)C2	-2	nt	-13	-16	-6	0.5	-1
47	O=C(c1ccc(OC2CCN(CCc3ccccc3)CC2)cc1)N1CCCC(CCCO)C1 (stereo not given)	nt	1	-6	10	-2	4.1	-3
48	CS(=O)(=O)N1CCC(Oc2ccccc2C(=O)NCCCc2cccnc2)CC1	20	nt	-15	2	5	-2.0	1
49	COC(=O)c1cc(S(=O)(=O)N2CCN(c3ccc(F)cc3)CC2)c[nH]1	-4	2	0	-9	3	3.4	-6
50	Cc1ccc(C)c(N2CCN(C(=O)COc3cc(=O)n(C)c4ccccc34)CC2)c1	nt	0	30	3	nt	nt	nt
51	COc1ccc(NC(=O)Nc2ccc3c(c2)C(=O)N([C@H](C)CO)C[C@@H](C)[C@H](CN(C)S(=O)(=O)c2cn(C)cn2)OCCCC[C@@H](C)O3)cc1	-6	4[16.7 µM]	-4	nt	-1	-2.0	14
52	Cc1noc(C)c1NC(=O)Nc1cccc2c1O[C@@H](CN(C)C)[C@@H](C)CN([C@@H](C)CO)C2=O	-2	2[16.7 µM]	6	nt	3	-0.3	18
53	O=C(COC(=O)CSc1ccc2ccccc2c1)NCc1ccc2c(c1)OCO2	-1	nt	11	3	nt	nt	nt
